Assay outcomes from PubChem.
Pol eta inh – qHTS for Inhibitors of Polymerase Eta; hit rate 1.2% among 390,000; Potency, µM (doses to about 114 µM), for inactives: at the highest dose activity change, negative = inhibition, hits mostly inhibitors; recombinant Pol eta, fluorescent DNA replication assay; DNA polymerase eta (Homo sapiens), Q9Y253; AID 588591, 2011; also: % is scaled to controls: 0 for no effect and ±100 for the full control effect
Target sequence (Q9Y253 whole entry, looked up): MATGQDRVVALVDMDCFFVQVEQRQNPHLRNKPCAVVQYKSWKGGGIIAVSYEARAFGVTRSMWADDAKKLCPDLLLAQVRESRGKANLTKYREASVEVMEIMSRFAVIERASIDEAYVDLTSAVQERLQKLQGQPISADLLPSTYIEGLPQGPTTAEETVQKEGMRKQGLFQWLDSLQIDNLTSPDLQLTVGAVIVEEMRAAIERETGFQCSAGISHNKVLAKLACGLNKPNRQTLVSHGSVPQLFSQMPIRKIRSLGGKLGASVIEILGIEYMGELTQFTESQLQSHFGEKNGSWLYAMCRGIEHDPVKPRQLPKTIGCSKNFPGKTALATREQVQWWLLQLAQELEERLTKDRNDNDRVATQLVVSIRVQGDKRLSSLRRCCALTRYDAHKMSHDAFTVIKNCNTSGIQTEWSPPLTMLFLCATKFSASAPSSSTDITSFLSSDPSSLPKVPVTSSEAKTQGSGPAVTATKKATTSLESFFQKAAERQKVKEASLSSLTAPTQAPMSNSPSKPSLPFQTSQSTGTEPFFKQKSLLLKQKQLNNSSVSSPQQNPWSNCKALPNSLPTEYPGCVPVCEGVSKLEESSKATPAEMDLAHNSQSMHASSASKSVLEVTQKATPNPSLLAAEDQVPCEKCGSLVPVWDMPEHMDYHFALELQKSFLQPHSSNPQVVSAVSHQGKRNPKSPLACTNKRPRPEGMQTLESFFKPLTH
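Pol eta at 10 nM preincubated with compounds 15 min at room temperature; reaction started with fluorescent substrate (50 nM final) and read kinetically at 0 and 10 min.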
Apoferritin bind – qHTS Assay for Identification of Novel General Anesthetics | Ferritin light chain (Equus caballus), P02791 | apoferritin/1-aminoanthracene competitive binding, fluorescence | Potency, µM (doses to about 77.5 µM), without a hit: at the highest dose activity change, negative = displacement, most hits filed as inhibitors | hit rate 0.074% among 350,000 | AID 485281, 2010; also: % is scaled to controls: 0 for no effect and ±100 for the full control effect; nearly all actives have a fitted effect of over 20% in size
Target sequence (P02791 2-175 limits assumed): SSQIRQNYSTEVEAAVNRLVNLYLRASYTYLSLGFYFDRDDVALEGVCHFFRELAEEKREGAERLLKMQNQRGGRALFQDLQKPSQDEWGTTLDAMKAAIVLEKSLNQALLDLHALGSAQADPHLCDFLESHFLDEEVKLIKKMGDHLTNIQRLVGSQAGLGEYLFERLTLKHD
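Steps: apoferritin (10 uM) was premixed with half-saturated 1-AMA in PBS, compounds were pin-transferred, plates stood 10 min at room temperature, fluorescence was read at 380/535 nm, and curves were fitted with a Hill equation.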
Pol kappa inh – qHTS for Inhibitors of Polymerase Kappa; purified Pol kappa, fluorescent DNA synthesis assay, 10 min; Potency, µM (highest dose often 107 µM), for the others: at the highest dose activity, negative = inhibition, hits mostly inhibitors; hit rate 0.53% among 400,000; also: % is scaled to controls: 0 for no effect and ±100 for the full control effect
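Fluorescent qHTS in 1536-well format: enzyme (10 nM) and compound sat 15 min at room temperature before 50 nM substrate (final) was added. Signal taken at 0 and 10 min; no-enzyme buffer wells were negative controls.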
Pol iota inh – qHTS for Inhibitors of Polymerase Iota; hit rate 1% among 390,000; AID 588590, 2011; Potency, µM (doses to about 115 µM), inactives show at the top dose activity, negative = inhibition, most hits filed as inhibitors; DNA polymerase iota (Homo sapiens), Q9UNA4; Pol iota fluorescent replication assay, 10 min
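Pol iota at 10 nM preincubated 15 min with compounds at room temperature; reaction started with fluorescent substrate, 50 nM final. Fluorescence read kinetically at 0 and 10 min; buffer-only wells as negative control.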
G9a inh – qHTS Assay for Inhibitors of Histone Lysine Methyltransferase G9a | Potency, µM (titrated, usually from 102 µM), inactives show top-dose activity, negative = inhibition, hits mostly inhibitors | G9a H3K9 monomethylation, AlphaScreen, 2 h | Histone-lysine N-methyltransferase EHMT2 (Homo sapiens), Q96KQ7 | AID 504332, 2011 | hit rate 8.8% among 350,000; also: % is scaled to controls: 0 for no effect and ±100 for the full control effect; nearly all actives have a fitted effect of over 75% in size
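G9a (20 nM) preincubated 15 min RT with compounds, then 500 nM biotinylated H3K9 peptide and 20 uM SAM added; 2 h RT reaction. Monomethyl-H3K9 product detected by AlphaScreen with anti-H3K9me1 antibody, streptavidin donor and anti-rabbit IgG acceptor beads.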
BLM inh – qHTS Assay for Inhibitors of Bloom's syndrome helicase (BLM); hit rate 0.2% among 350,000; recombinant BLM DNA unwinding, fluorescence dequenching; AID 2528, 2010; Potency, µM (highest dose often 56.1 µM), inactives show top-dose activity change, negative = inhibition, most hits filed as inhibitors;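 also: plate controls were vehicle for no effect and no enzyme for full effect; nearly all actives have a fitted effect of over 35% in size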
BAZ2B inh – qHTS Assay for Inhibitors of BAZ2B; Bromodomain adjacent to zinc finger domain protein 2B (Homo sapiens), Q9UIF8; Potency, µM (series often up to 114 µM), inactives show at the highest dose activity change, negative = inhibition, actives largely listed as inhibitors; hit rate 4.4% among 360,000; AlphaScreen BAZ2B-H3K14Ac peptide displacement; also: % is scaled to controls: 0 for no effect and ±100 for the full control effect; nearly all actives have a fitted effect of over 60% in size
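BAZ2B 50 nM plus b-H3(5-23)K14Ac 50 nM, PBS pH 7.4/0.01% Tween-20, 30 min RT; compound added (max 110 uM), 30 min RT; streptavidin donor/Ni-chelate acceptor beads 10 ug/mL final, 20 min dark; AlphaScreen read.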
APE1 inh – qHTS Assay for Inhibitors of the Human Apurinic/apyrimidinic Endonuclease 1 (APE1); DNA repair nuclease/redox regulator APEX1 (Homo sapiens), P27695; recombinant APE1, TAMRA/BHQ-2 abasic DNA cleavage fluorescence; hit rate 0.35% among 350,000; Potency, µM (series often up to 65.8 µM), for inactives: top-dose activity change, negative = inhibition, usual class: inhibitors;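 also: plate controls were vehicle for no effect and reference inhibitor for full effect; nearly all actives have a fitted effect of over 55% in size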
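Quantitative HTS: incision of a TAMRA/BHQ-2 double-stranded substrate bearing a tetrahydrofuran abasic site by 0.75 nM APE1 raises fluorescence. Substrate 50 nM final, added after 15 min compound preincubation at room temperature; progress as third-minus-first kinetic read difference.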
POLB inh – qHTS Assay for Inhibitors of DNA Polymerase Beta; Pol beta primer extension/strand displacement, fluorescence kinetic; Potency, µM (doses to about 114 µM), inactives show top-dose activity change, negative = inhibition, most hits filed as inhibitors; hit rate 1.3% among 340,000; AID 485314, 2010; also: % is scaled to controls: 0 for no effect and ±100 for the full control effect
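Values derive from four-parameter Hill fits of normalized kinetic data: reads at 0 and 10 min following addition of 50 nM substrate to 10 nM Pol beta preincubated 15 min with compound.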
Active calls of the source: *; ? = inconclusive; · = no result given; & = joins results of further samples; [ ] = remark or other dose. Calls follow the shape of the dose curve; as a rule, active = well fitted curve in the direction sought with a large enough effect; inconclusive = small, poorly fitted or top-dose-only effect, or another doubt; inactive = no such curve, though single readings can be large; an effect the other way counts as inactive or inconclusive. Potency is read from the fitted curve at half-maximal effect. These rows are one share of the data; count on the stated rates, not on these rows.

Fields: Pol kappa inh	BLM inh	APE1 inh	POLB inh	Pol eta inh	Apoferritin bind	BAZ2B inh	G9a inh	Pol iota inh
(1) COc1ccc(CCN2C(=O)CC(NNC(=O)c3cccc(O)c3)C2=O)cc1 (configuration not stated)
 : -16%	-6%	3%	28%	-4%	7%	3%	13%[59 µM]	-10%
(2) CCn1c2ccccc2c2cc(NC(=O)COC(=O)c3ccccc3Br)ccc21
 : -9%	6%	7%	13%	-26%	0%	-37%	?	0%
(3) CC1CCCCN1C(=O)c1ccc(S(=O)(=O)N2CCCCC2C)cc1 (configuration not stated)
 : -10%	-2%	-4%	-15%	-7%	-22%	16%	-5%[59 µM]	-4%
(4) CN(C)C(=O)N1CCC(C(=O)N2CCCC(C(=O)c3cccc4ccccc34)C2)CC1 (configuration not stated)
 : 0%	0%	0%	32%	-6%	-4%	-4%	·	150%[activator]
(5) O=C(Nc1ccccn1)C1CCN(C(=O)Nc2ccccc2)CC1
 : -1%	·	8%	·	-4%	·	-6%	-1%	53%[activator]
(6) Cn1c(=O)[nH]c(=O)c2c1nc(SCCN1CCCCC1)n2CCCc1ccccc1
 : -3%	-9%	-4%	0%	-13%	-11%	-31%	8.9µM*	13%
(7) CC(C)COc1ccc(C(=O)N(Cc2ccc(N(C)C)cc2)Cc2ccco2)cc1
 : -17%	-11%	·	-6%	·	80%[activator]	13µM*	16µM*	-4%
(8) Cc1cccn2c(=O)c3cc(C(=O)NCCc4ccccc4)c(=N)n(CCCn4ccnc4)c3nc12
 : -4%	124%[activator]	-7%	?	?	102%[activator]	?	?	8%
(9) COc1ccc(S(=O)(=O)N2CCC(C(=O)N[C@H](C(=O)NCc3ccncc3)C(C)C)CC2)cc1
 : 2%	-1%	10%	53%	-6%	-12%	-28%	-7%	49%[activator]
(10) CCCn1cnnc1CNC(=O)C1CCC(=O)N(CCc2ccc(OC)cc2)C1 (configuration not stated)
 : -43%	-1%	18%	-18%	?	3%	-11%[57.1 µM]	17%	89%[activator]
(11) CC(=O)NCCc1nc2cc(NS(=O)(=O)c3ccccc3)ccc2n1C
 : -8%	-6%	35%	24%	-15%	2%	-1%	16%	163%[activator]
(12) O=C(Nc1ccc2nc(N3CCOCC3)sc2c1)c1ccc(F)cc1
 : -16%	·	-3%	·	-7%	·	6%	?	3%
(13) CN(CCN(C)C(=O)c1[nH]cnc1C(=O)Nc1ccccc1)C(=O)c1[nH]cnc1C(=O)Nc1ccccc1
 : -16%	·	-4%	·	-18%	·	·	·	-7%
(14) Nc1nnc(-c2cccc([N+](=O)[O-])c2)s1
 : 0%	-11%	-1%	1%	-14%	?	5%	0%	61%[activator]
(15) O=C(CN(Cc1cccs1)C(=O)CNS(=O)(=O)c1ccc(Cl)cc1)NCC1CCCO1 (configuration not stated)
 : -6%	4%	2%	1%	-15%	1%	-7%	·	74%[activator]
(16) CCOC(=O)c1cnn(-c2cc(Oc3ccccc3)ncn2)c1N
 : -9%	-6%	-1%	50%	-6%	-5%	4%	26%[12.7 µM]	6%
(17) O=S(=O)(c1ccc2c(c1)OCCO2)N1CCCN(S(=O)(=O)c2c(F)cccc2F)CC1
 : 6%	·	32%	·	-14%	·	0%	-5%[0.501 µM]	-2%
(18) CC(=O)N1CCN(C2=NC(=O)/C(=C/c3ccc(OS(=O)(=O)c4ccccc4)cc3)S2)CC1
 : -4%	0%	25%	24%	-3%	-12%	-30%	-14%	-4%
(19) Cc1cccc(C(=O)Nc2cc(C)ccc2NC(=O)COc2ccccc2)c1
 : -18%	-6%	-6%	40%	-11%	-14%	-3%	-5%[59 µM]	-5%
(20) O=C1CC(Cc2ccc(Cl)cc2)C(=O)N1c1ccccn1 (configuration not stated)
 : -6%	0%	-3%	7%	10%	-1%	3%	-2%[59 µM]	-12%[58.9 µM]
(21) O=C(COC(=O)/C=C/c1ccc(C(F)(F)F)cc1)NCCC1=CCCCC1
 : -7%	-4%	-5%	-2%	-1%	-12%	-2%	24%	5%
(22) CCOC(=O)c1cccc(NS(=O)(=O)c2cc(Br)cc3c2N(C(=O)C2CC2)CC3)c1
 : 0%	-4%	·	6%	-18%	0%	-16%	6%[59 µM]	7%
(23) CCCC1OC23CCCCC2C(C#N)(C(=N)O3)C1(C#N)C#N (configuration not stated)
 : -7%	-5%	19%	48%	-17%	119%[activator]	-4%	·	23%
(24) COC(=O)c1sccc1S(=O)(=O)N(CC(=O)NCc1ccc(F)cc1)c1ccc(C)c(C)c1
 : 0%	-1%	·	8%	-1%	-5%	-4%	25%[59 µM]	22%
(25) O=C(NC1CCCCC1)C(=O)N(Cc1cccnc1)C(C(=O)NCc1ccco1)c1ccccc1 (configuration not stated)
 : ·	-5%	1%	13%	·	-7%	-20%	1%	·
(26) COC(=O)c1sccc1NC(=S)Nc1ccc(F)cc1
 : 4%	4%	-4%	22%	-17%	3%	-5%	-13%[59 µM]	9%
(27) CCOC(=O)C1CCCN(S(=O)(=O)c2nc3nc(C)cc(C)n3n2)C1 (configuration not stated)
 : -20%	-3%	-13%	4%	-2%	-5%	-7%	-7%[0.501 µM]	13%
(28) O=C(Nc1nccs1)C1CC(=O)N(c2ccccc2Cl)C1 (configuration not stated)
 : -5%	-2%	8%	4%	-11%	-9%	11%	15%[59 µM]	26%
(29) CCNC(=S)N(CCc1c(C)[nH]c2ccc(C)cc12)Cc1cccs1
 : -11%	-9%	-3%	-21%	-20%	-2%	·	?	95%[activator]
(30) Cc1ccc(-c2cc(N)n(-c3ccc(C)cc3)n2)cc1
 : -5%[60.1 µM]	-4%&-3%	?	0%&35%	-16%&-9%	-8%&-21%	?	-41%[59 µM]	9%&1%
(31) CCN(CC)CCNC(=O)Cn1nc(-c2ccc(C)cc2)ccc1=O
 : 1%	-4%	5%	2%	-14%	?	-3%	-3%[12.7 µM]	-11%
(32) CCc1ccc(CN(Cc2ccco2)c2cnc(S(C)(=O)=O)nc2C(=O)Nc2ccccc2Cl)cc1
 : 2%	-8%	·	9%	-11%	0%	?	-28%[59 µM]	18%
(33) CC(C)C(C)NC(=O)CSc1nnc(-c2c[nH]c3ccccc23)o1 (configuration not stated)
 : 0%	-1%	29%	-1%	-7%	-15%	9%	7%	68%[activator]
(34) O=C(Nc1ccc(Cl)cc1)NC1CCCCNC1=O (configuration not stated)
 : -4%	-2%	-1%	-1%	-7%	-12%	-3%	9%	17%
(35) CCCCNC(=O)Cn1c2c(c(-c3ccccc3Cl)cc1=O)CCC2
 : 4%	-3%	13%	8%	-4%	-13%	7%	?	11%
(36) CCOC(=O)c1c(-c2ccccc2)oc2ccc(OCC(O)CNCCN(C)C)cc12 (configuration not stated)
 : -2%	69%[activator]	-2%	12%	-12%	-2%	?	0%[2.33 µM]	138%[activator]
(37) CCOC(=O)c1cccc(NC(=O)Cn2c(CC(=O)N3CCCC3)nc3ccccc32)c1
 : ·	-3%	1%	0%	·	-7%	-4%	-11%[59 µM]	·
(38) CC1CCCC(C)N1C(=O)c1cc(-c2ccco2)on1 (configuration not stated)
 : -11%	-3%	-3%	12%	-19%	-7%	0%	50µM*	41%[activator]
(39) CCOC(=O)CC(=O)CSc1ccc2nnc(-c3cccc(F)c3)n2n1
 : -18%	-1%	-3%	3%	-3%	-21%	-3%	-30%	-6%[58.9 µM]
(40) CC(C)n1c(SCC(=O)Nc2ccccc2)nc2c1c(=O)[nH]c(=O)n2C
 : 3%	1%	4%	-2%	-14%	15%	-1%	·	157%[activator]
(41) Cc1cc(C)nc(N/N=C/C2=C(O)CC(c3ccc(F)cc3)CC2=O)n1 (configuration not stated)
 : -13%	-1%	0%	0%	-25%	4%	22µM*	1%	14%
(42) CC1(c2ccc(Cl)cc2)NC(=O)N(CC(=O)N2CCCC2)C1=O (configuration not stated)
 : -2%	-10%	2%	23%	-3%	-12%	62%[activator]	25%	12%
(43) COC(=O)[C@]12C(=O)NC[C@H](CN1c1ccc(C(F)(F)F)cc1)N2C
 : -1%	·	8%	·	-9%	·	·	·	-7%
(44) COc1cccc(C2CC(=O)C3=C(C2)Nc2ccccc2N(C(=O)CCC(=O)O)C3c2ccc(F)cc2)c1 (configuration not stated)
 : 7%	-5%	-2%	0%	-8%	-6%	-5%	11%[12.7 µM]	-5%
(45) Cc1ccc(Cn2ncn(-c3ccccc3)c2=O)cc1
 : -3%	-2%	3%	2%	-16%	-9%	1%	-1%	154%[activator]
(46) Cc1ccc(NS(=O)(=O)c2cccc(C(=O)NCC(c3cccs3)N(C)C)c2)cc1 (configuration not stated)
 : -12%	-1%	2%	0%	-25%	-18%	-29%	-9%	6%
(47) CCCc1cc(C(=O)N2CCCC(Cc3ccccc3C)(C(=O)OCC)C2)no1 (configuration not stated)
 : -15%	-7%	-14%	-1%	-17%	-22%	-4%	·	8%
(48) Cc1ccc(Nc2ccc(C(=O)NCCc3ccccc3)cn2)cc1
 : -6%	0%	-9%	28%	-18%	12%	-7%	0%[59 µM]	28%
(49) CCC(=O)N/C(N)=N/c1nc2ccccc2o1
 : -12%	0%	-2%	-10%	-3%	4%	0%	·	124%[activator]
(50) O=C(NNS(=O)(=O)c1ccccc1)c1ccc(S(=O)(=O)N2CCCCC2)cc1
 : -19%	5%	-2%	40%	-10%	-7%	-5%	?	-3%
(51) Cn1c(CCN2CCCCCC2)nc2cc(NC(=O)Nc3ccccc3)ccc21
 : -11%	4%	6%	16%	-4%	-24%	?	-50%[59 µM]	1%
(52) O=C(/C=C/c1ccccc1)NC(=S)Nc1ncccn1
 : -11%	-1%	3%	-5%	-7%	0%	-30%	?	?
